CCR6 antag: CCR6 receptor antagonists, primary screen, cell-based, CHO-K1, luminescence, beta-arrestin, uHTS; C-C chemokine receptor type 6 (Homo sapiens), P51684; 340,000 tested, 0.49% active; AID 493098, 2011; inhibition, % at 20 µM; CHO-K1 CCR6 PathHunter beta-arrestin, CCL20-stimulated;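 active = compounds whose inhibition of the agonist-driven luminescence signal at 20 µM reaches about 50%, limit read from the data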;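 note: cells stimulated with CCL20 at 14 nM final; plate controls were DMSO with CCL20 for no effect and DMSO without agonist for full effect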
Target sequence (P51684 whole entry, looked up): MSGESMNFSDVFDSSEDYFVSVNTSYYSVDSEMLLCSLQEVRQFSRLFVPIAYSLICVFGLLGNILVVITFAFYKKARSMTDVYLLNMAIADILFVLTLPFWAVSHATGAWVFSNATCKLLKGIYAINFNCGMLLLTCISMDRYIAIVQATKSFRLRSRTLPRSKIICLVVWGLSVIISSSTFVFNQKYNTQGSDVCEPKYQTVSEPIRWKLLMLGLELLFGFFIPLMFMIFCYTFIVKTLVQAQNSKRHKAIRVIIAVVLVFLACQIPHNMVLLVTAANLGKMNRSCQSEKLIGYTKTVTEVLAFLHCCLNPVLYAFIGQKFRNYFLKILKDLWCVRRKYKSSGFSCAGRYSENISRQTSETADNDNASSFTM
APJ antag: antagonists of human apelin receptor APJ, primary screen, CHO-K1 cells, beta-arrestin complementation, luminescence | P35414 | inhibition, % at 20 µM | 330,000 tested, 0.32% active | AID 2521, 2010;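 active = inhibition above about 40% at 20 µM, limit read from the data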;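 note: cells challenged with 10 nM apelin-13 agonist together with compound; plate controls were apelin-13 plus DMSO wells for no effect and DMSO wells lacking apelin-13 for full effect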
Target sequence (P35414 whole entry, looked up): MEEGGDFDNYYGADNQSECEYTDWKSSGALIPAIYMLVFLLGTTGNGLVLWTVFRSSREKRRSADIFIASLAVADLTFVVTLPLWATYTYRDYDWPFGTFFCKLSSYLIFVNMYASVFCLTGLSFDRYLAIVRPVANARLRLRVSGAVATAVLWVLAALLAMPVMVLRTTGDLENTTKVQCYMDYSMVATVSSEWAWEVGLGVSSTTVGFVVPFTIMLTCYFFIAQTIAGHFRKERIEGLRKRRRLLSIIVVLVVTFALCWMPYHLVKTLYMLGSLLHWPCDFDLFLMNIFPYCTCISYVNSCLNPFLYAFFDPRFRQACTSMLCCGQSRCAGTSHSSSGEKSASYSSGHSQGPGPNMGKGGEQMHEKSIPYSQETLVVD
Mdm2 MdmX PPI: inhibitors of human Mdm2-MdmX association, primary screen, cell-based, luminescence, split luciferase, SaOS-2, uHTS. AID 485346, 2010. inhibition, % at 8 µM. 330,000 tested, 3% active. SaOS-2 split-luciferase Mdm2/MdmX complementation. Protein Mdm4 (Homo sapiens) + E3 ubiquitin-protein ligase Mdm2 (Homo sapiens), …;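 active = inhibition of at least 50% at 8 µM in the primary screen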
tim23-1 inh: growth inhibitors of tim23-1 mutant yeast, primary screen, luminescence, uHTS; S. cerevisiae tim23-1 growth, BacTiter-Glo luminescence, 24 h; inhibition, % at 20 µM; 330,000 tested, 1.3% active;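 active = growth inhibition of the mutant yeast at or above 50%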;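 note: temperature-sensitive mutant grown at 25 °C; plate controls were DMSO-treated mutant yeast for no effect and medium wells lacking yeast for full effect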
APJ ag: agonists of human apelin receptor APJ, primary screen, CHO-K1 cells, PathHunter beta-arrestin, luminescence; P35414; 0% DMSO wells, 100% apelin; activation, % at 20 µM; 330,000 tested, 0.11% active; AID 2520, 2010;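 active = activation more than six SD over the plate average, tested at 20 µM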;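 note: 0% = DMSO alone and 100% = apelin-13 at 10 nM; some results filed as inactive read as strong as hits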
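Test system – PathHunter CHO-K1 APJ (AGTRL-1) beta-arrestin reporter cells · Input – 1000 cells/well · Compound – single test compound dose, 20 µM final, 1% DMSO · Times – compound stimulation 90 min at 25 °C, detection 60 min · Technique – beta-gal luminescence · Read-out basis – APJ–arrestin association signal · Control set – negative DMSO alone, positive Apelin-13 at 10 nM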
XBP1 UPR activ: activators of adaptive XBP1 UPR arm, primary screen, cell-based, CHO-XBP1 luciferase reporter, luminescence, uHTS | IRE1-XBP1 UPR activation; percent of tunicamycin response, DMSO as zero | activation, % at 20 µM | 330,000 tested, 0.33% active | AID 463104, 2010;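 active = versus positive control, 20 µM dose yields 30% or more activation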;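 note: 100% = tunicamycin at 10 µg/mL and 0% = DMSO only wells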
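Assay system: IRE1-XBP1 luciferase reporter CHO line. Input: 1000 cells/well. Buffer or medium: F12 with 10% serum. Doses: 20 µM, 1% DMSO. Times: overnight seeding at 37 °C, 6 h compound treatment at 37 °C. Technique: Steady-Glo luciferase glow luminescence, 10 min after reagent addition.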
EBI2 block: EBI2 receptor antagonists, beta-arrestin recruitment, primary screen, cell-based, luminescence, 7a,25-OHC stimulation, uHTS. G-protein coupled receptor 183 (Homo sapiens), P32249. 7a,25-OHC stimulated. inhibition, % at 5 µM. 360,000 tested, 0.81% active. AID 651636, 2012; in the data active = inhibition above about 38%;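 note: enzyme fragment complementation signal reports receptor beta-arrestin coupling in cells; 0% = agonist plus DMSO wells and 100% = wells without agonist; some results beyond the cut were filed as inactive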
CXCR6 block: CXCR6 receptor inhibitors, primary screen, cell-based, beta-arrestin, luminescence, CHO-K1 PathHunter, 1536-well; 360,000 tested, 0.36% active; inhibition, % at 20 µM; AID 602244, 2012; C-X-C chemokine receptor type 6 (Homo sapiens), O00574; in the data active = inhibition above about 34%, passing the limit was not always enough;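 note: antagonist mode with CXCL16 agonist at 10 nM final; 0% = 10 nM CXCL16 with DMSO and 100% = unstimulated wells without agonist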
Target sequence (O00574 whole entry, looked up): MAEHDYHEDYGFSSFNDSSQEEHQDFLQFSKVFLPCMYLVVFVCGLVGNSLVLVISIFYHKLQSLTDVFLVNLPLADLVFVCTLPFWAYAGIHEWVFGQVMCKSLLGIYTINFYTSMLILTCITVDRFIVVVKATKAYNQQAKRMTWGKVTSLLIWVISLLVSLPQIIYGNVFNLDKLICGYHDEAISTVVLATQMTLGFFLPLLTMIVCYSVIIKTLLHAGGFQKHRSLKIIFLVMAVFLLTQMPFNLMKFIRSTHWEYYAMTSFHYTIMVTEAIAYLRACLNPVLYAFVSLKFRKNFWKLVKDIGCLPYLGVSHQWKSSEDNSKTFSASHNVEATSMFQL
UPR CHOP act: activators of apoptotic CHOP UPR arm, primary screen, cell-based, CHO-CHOP luciferase reporter, luminescence, uHTS; UPR activation; percent of tunicamycin response over DMSO baseline; activation, % at 10 µM; 330,000 tested, 0.34% active;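 active = at 10 µM dose, activation of 40% or more, normalized to positive control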;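 note: 100% = tunicamycin at 10 µg/mL and 0% = DMSO alone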
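System: CHO-CHOP luciferase reporter cell line; amount: 500 cells/well; buffer or medium: F12 medium containing 10% fetal bovine serum; incubation: 6 h compound exposure at 37 °C after overnight seeding; measured by: luciferase luminescence after 10 min with Steady-Glo reagent; evaluation: % reporter activation, DMSO baseline versus tunicamycin full activation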
The depositor's hits bear a star; & = joins results of further samples.

SMILES	CCR6 antag	APJ antag	Mdm2 MdmX PPI	tim23-1 inh	APJ ag	XBP1 UPR activ	EBI2 block	CXCR6 block	UPR CHOP act
O=C(Cn1cccc1C(=O)c1ccccc1)NCCCc1ccccc1	5	-3	-4	26	-1	-2	26	4	0.1
CCSc1nc(=O)n(-c2ccccc2)c(C)c1C(C)=S	10	10	-27	15	0	0	-1	6	0.4
O=C(NNc1c(Cl)cc(Cl)cc1Cl)C1CCC1	7	5	22	9	-1	-1	3	6	-0.3
COc1cc(NC(=O)Cn2cnc(S(=O)(=O)N3CCCC3)c2)cc(OC)c1OC	-8	-4	5	3	-1	-2	-19	-10	-1.6
CCc1ccc(C(C)NC(=O)c2cc(C)oc2C)cc1 (configuration not stated)	10	3	29	29	-3	-4	13	9	4.4
CCC(C)NC(=O)Cc1c(OC)ccc2cc(Br)ccc12 (configuration not stated)	-3	6	-5	5	-2	1	15	7	-2.3
COCCCN1CN(Cc2ccccc2)CNC1=S	-4	11	27	-4	-1	-1	-2	-1	3.2
Cc1c(C)n(CCCN(C)C)c2ncnc(NC3CCCCC3)c12	9	-11	18	4	-2	-1	-4	4	0.0
Cc1c(Br)c([N+](=O)[O-])nn1C(C)C(=O)NCc1cccnc1 (configuration not stated)	8	-9	14	6	-5	0	-8	8	0.9
N#Cc1cccc(-n2nnnc2-c2ccccn2)c1	-1	17	-10	11	6	-2	1	0	-1.1
O=C(O)CC1SC(=Nc2cccc(O)c2)NC1=O (configuration not stated)	-18	-16	4	-4	6	-5	-7	0	0.4
O=Cc1ccc2oc3nc4n(c(=O)c3c(=O)c2c1)CCCS4	2	4	-25	-30	1	-2	2	-6	-1.0
CN(C)S(=O)(=O)NC(c1ccccc1)c1ccccc1	11	4	9	3	-2	-3	-4	-6	-1.5
CCOc1nc(Nc2ccc(OC)cc2)nc(N2CCOCC2)n1	-6	-18	35	7	-2	2	-3	-7	2.8
O=S(=O)(c1ccc2c(c1)OCCO2)N1CCC(c2nc3ccccc3s2)CC1	8	11	19	-11	-4	0	4	-3	-0.4
COc1ccc(OCC(=O)NNC(=O)Cn2c(=O)cnc3ccccc32)cc1	9	5	-3	-14	-2	2	-1	2	1.5
COCCCNC(=O)C(C)N1c2cccc3cccc(c23)S1(=O)=O (configuration not stated)	5	-9	23	1	1	-3	5	-7	-1.6
COc1ccc2c(c1)cc1n2CCN2CCCN=C12	-2	-10	5	-9	1	-3	-1	-7	-0.5
Cc1ccc(NC(=O)COC(=O)c2nn(C)cc2Cl)cc1	-5	9	6	18	0	0	3	-12	2.2
Cc1cccc(OCc2nc(C#N)c(N3CC(C)CC(C)C3)o2)c1 (configuration not stated)	24	11	0	18	-5	-5	19	0	-0.3
COC(=O)c1sccc1N/N=C/c1ccc(OC)c(OC)c1OC	6	0	-29	29	3	4	10	-8	7.2
Cc1nnc(SCC(=O)N(CC(C)C)c2c(N)n(CC(C)C)c(=O)[nH]c2=O)n1-c1ccccc1	11	-13	12	-1	-3	-4	-11	-8	-0.5
O=C(NCCc1ccccc1)C1CCN(Cc2ccccc2F)CC1	7	-7	-7	4	-1	0	-11	7	-0.7
Cc1cccc(NC(=O)CSc2nnc(-c3ccccc3Br)o2)c1C	7	9	1	-6	-2	0	-4	-14	1.5
CC(C)Cc1ccc(S(=O)(=O)Nc2ccccn2)cc1	2	-11	-17	21	-1	-1	-4	-8	-1.6
CC(C)C(=O)N1CCN(CCN=CC2=C(O)CC(c3ccco3)CC2=O)CC1 (configuration not stated)	-5&-1	3	-24	2	-4	3	-9&-3	2&8	-1.6
Cc1cc(S(=O)(=O)N2CCCC(N(C)CCc3ccccn3)C2)c(C)cc1Cl (configuration not stated)	23	-38	7	23	-4	-9	15	-10	-0.3
Cc1cc(C)c(NC(=O)c2ccc3nccnc3c2)c(C)c1	-19	-3	29	13	9	-3	-5	-10	0.2
CCOC(=O)N1CC(=O)Nc2ccc(Br)cc2C1c1ccccc1 (configuration not stated)	-4	11	6	20	-2	0	-3	3	-1.5
COc1ccc(C(=O)C(C)OC(=O)CCN2C(=O)C3CC=CCC3C2=O)cc1 (configuration not stated)	6	-11	-1	12	3	0	-3	-4	0.0
Cc1ccc(SCCNC(=O)c2ccc(CN3CCOCC3)cc2)cc1	6	6	23	4	-2	-1	26	-13	0.5
CCN(CC)C(=O)CN(C)S(=O)(=O)c1cccc2nsnc12	-7	-22	11	14	-8	1	1	1	-0.8
CCCCn1c(N)c(N(CC(C)C)C(=O)c2oc3c(Cl)cccc3c2C)c(=O)[nH]c1=O	11	3	6	0	8	1	25	-4	-0.7
N#Cc1c(C#N)c(-c2ccccc2)n(-c2ccccc2)c1N	30	13	9	14	-6	11	4	-6	-3.0
O=C(CCS(=O)(=O)c1ccc(Cl)cc1)OCC(=O)N1CCCCC1	-1	4	-1	-3	-2	2	7	3	-0.9
O=C(/C=N/O)NCc1ccncc1	-16	5	-8	17	0	-1	2	0	0.8
Cc1ccc(-c2nc3[nH]c(=O)cc(NC(=O)C(C)C)n3n2)cc1	6	-17	15	6	-2	-1	-2	-3	-0.4
COc1cccc(C(=O)N2CCC(n3nccc3NC(=O)C3CCOC3)CC2)c1 (configuration not stated)	8	0	7	1	-3	-2	-2	-4	0.3
O=C(O)c1[nH]c2ccc(Cl)cc2c1CC(=O)N1CCN(C(=O)c2ccco2)CC1	8	-3	0	-15	-2	0	-1	-4	0.9
COc1c(OC(C)=O)c(=O)n2c3ccccc3c3ccnc1c32	12	-25	24	83*	-2	0	1	4	1.4
O=C1CC2(CCN(C(=O)c3ccc(Cl)cc3)CC2)Oc2ccccc21	13	-6	-11	31	4	-3	33	0	-0.2
CCOC(=O)Cn1c(C)cc(=O)c2ccccc21	-3	13	-21	6	-1	0	9	8	-1.8
CCc1nc(SCC(=O)NC2CCCC2)c2oc3ccccc3c2n1	16	-1	35	26	3	0	1	1	0.3
CN1CCN(C(=S)c2cn(Cc3ccc(F)cc3)c3ccccc23)CC1	15	-12	23	18	-4	1	4	3	0.0
O=C(CCc1nc2ccccc2c(=O)[nH]1)Nc1cccc(S(=O)(=O)N2CCCCC2)c1	4	21	16	2	-4	0	1	5	-2.5
c1ccc(-c2ccnc3nc(N4CCN(c5ccccc5)CC4)nn23)cc1	9	14	7	51*	-4	2	0	-2	0.8
COc1cc(CN2CCN(Cc3ccco3)CC2)cc(OC)c1	10	11	8	-7	-5	-1	0	-3	-0.6
O=C(Cn1cccc1)NC1CCCCCC1	6	14	18	8	-2	-1	-2	-3	1.0
CC1(c2nnc(-c3ccc(Cl)cc3)o2)CC(c2cccc(Cl)c2)=NO1 (configuration not stated)	8	31	2	22	-1	-2	-10	8	0.5
CCCCOc1ccc(OCCCC)c2c1NC1(N2)C(=O)N(C(C)=O)c2ccccc21	4	14	4	11	0	-3	21	13	-1.5
O=C(CCN1C(=O)/C(=C/c2ccco2)SC1=S)Nc1ccc(O)cc1C(=O)O	12	6	13	0	-2	-5	-1	-2	1.2
CCOc1ccccc1C(C(=O)NC1CCCCC1)N(C(=O)c1csnn1)C1CC1 (configuration not stated)	1	18	7	27	2	0	7	5	0.5
O=C(OCn1nnc2ccccc2c1=O)C1CCCCC1	-13	15	19	14	-7	0	1	-8	-0.4
N#CCCN1CCN(C(=S)c2ccc(-c3ccc(Cl)cc3)o2)CC1	-9	-28	4	32	2	5	25	-8	2.2
O=C(Cn1cc(C(F)(F)F)ccc1=O)N/N=C/c1cccc(Cl)c1Cl	2	-2	-8	-18	0	-4	-9	27	-3.7
O=C(CN1C(=O)/C(=C/c2ccc(C(F)(F)F)cc2)Sc2ccccc21)NCCCN1CCOCC1	19	-15	15	0	-2	2	2	7	2.0
CC(OC(=O)c1ccc(Cl)cc1)C(=O)NCC1CCCCC1 (configuration not stated)	16	-3	-24	26	-3	-2	-1	6	0.3
CC(C)N(C(=O)Cn1c(SCC(=O)NCc2ccc3c(c2)OCO3)nc2ccccc21)C(C)C	-6	17	12	13	-8	0	2	18	-2.3
COc1cc(/C=N/NC(=O)c2cnccn2)cc(OC)c1OC	-1	-11	-1	16	-2	1	-7	-3	-1.9
COc1ccc(C(C2C(=O)CC(C)(C)CC2=O)C2C(=O)CC(C)(C)CC2=O)cc1COCC(F)(F)F	1	6	-29	25	2	1	0	-8	0.9

In another format: results already given
Results follow in this order: CCR6 antag | APJ antag | Mdm2 MdmX PPI | tim23-1 inh | APJ ag | XBP1 UPR activ | EBI2 block | CXCR6 block | UPR CHOP act
N#Cc1cccc(-n2nnnc2-c2ccccn2)c1
    -1 | 17 | -10 | 11 | 6 | -2 | 1 | 0 | -1.1
O=C(O)CC1SC(=Nc2cccc(O)c2)NC1=O (configuration not stated)
    -18 | -16 | 4 | -4 | 6 | -5 | -7 | 0 | 0.4

(more compounds)
SMILES	CCR6 antag	APJ antag	Mdm2 MdmX PPI	tim23-1 inh	APJ ag	XBP1 UPR activ	EBI2 block	CXCR6 block	UPR CHOP act
CC1CCN(C(C(=O)Nc2ccc3c(c2)OCO3)c2ccccc2)CC1 (configuration not stated)	16	-2	5	26	-4	2	8	4	0.9
Cc1cc(C)n(-c2ccc(C(=O)NC3=NCCS3)cc2)n1	-3	-5	-36	4	-1	4	-8	-2	4.4
CCCCNC(=O)c1cccnc1SCC(=O)Nc1ccccc1OC	-4	16	-5	20	-2	-2	-3	2	0.8
CN(C(=O)COC(=O)/C=C/c1ccc2c(c1)OCO2)c1c(N)n(Cc2ccccc2)c(=O)[nH]c1=O	10	17	-17	-4	-4	3	-2	0	1.6
COCCNC(=O)Cn1cnc2c(cnn2-c2ccc(OC)cc2)c1=O	-8	4	-3	11	-3	8	-1	2	0.9
Cc1cccc(-n2c(SCc3ccc(C#N)cc3)nnc2-c2c[nH]c3ccccc23)c1	13	8	33	6	2	-2	15	11	0.6
Cc1ccc(NC(=O)CN(C)C(=O)CSc2ccccc2F)cc1	4	-1	4	13	-1	-1	1	0	1.6
CCCc1cc(=O)oc2cc(OCc3cccc(OC)c3)c(Cl)cc12	3	-7	22	-1	7	2	-2	5	-0.9
O=C(NCc1cccs1)c1cc(S(=O)(=O)N2CCOCC2)c(Cl)cc1Cl	-2	-3	4	18	0	-2	1	2	-0.7
CC(C)(C)C(=O)Cn1c(NCCCO)nc2ccccc21	-11	-33	1	7	-2	-2	-9	-10	-0.4
CCC(=O)Nc1nc2ccccc2n1CCN1CCOCC1	0	6	5	3	-1	1	-10	-1	0.1

A portion of the library (hit frequency here may not be typical).
